Screens as filed in PubChem BioAssay.
DUSP3 inh – VHR1 phosphatase inhibitors, primary screen, biochemical, absorbance, uHTS | Dual specificity protein phosphatase 3 (Homo sapiens), P51452 | 0.52% of 290,000 active | inhibition, % at 13.3 µM | recombinant VHR phosphatase, pNPP absorbance | AID 1654, 2009; in the data active = inhibition above about 50%; also: some compounds called inactive have numbers as strong as hits
PfHsp40 yeast – rescue of yeast from PfHsp40 toxicity, primary screen, S. cerevisiae, ATP luminescence. growth rescue, % at 12.5 µM. S. cerevisiae expressing PfHsp40, growth rescue. AID 504582, 2011. 0.68% of 340,000 active; in the data active = growth rescue above about 28%, passing the limit was not always enough;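 also: yeast W303a lacking pdr1 and pdr3 grown in galactose medium; growth measured after three days at 30 °C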
Vc quorum ag – inducers of Vibrio cholerae quorum light production without autoinducers, primary screen, BH1578 luxS cqsA deficient, single point. activation, % at 18.7 µM. 0.16% of 350,000 active. V. cholerae BH1578 lux reporter, luminescence, 6 h. AID 588436, 2011; in the data active = activation mostly above about 9.7%, no sharp cut-off; also: not every result past the cut was called active; inactives centre near 0; reference of the scale not given here
Rv3671c protease – Rv3671c serine protease inhibitors, primary screen, biochemical, fluorescence polarization, M. tuberculosis H37Rv; inhibition, % at 5.96 µM; 0.048% of 320,000 active; in the data active = inhibition above about 38%;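 also: extracellular domain of Rv3671c used as enzyme; 0% = enzyme with DMSO and 100% = no enzyme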
3CLpro inhibitor – SARS-CoV 3CLpro protease inhibitors, primary screen, biochemical, quenched FRET | inhibition, % at 6 µM | recombinant SARS-CoV 3CLpro, quenched FRET peptide cleavage | 0.14% of 290,000 active; in the data active = inhibition above about 12%
Yp Topo-I inh – Yersinia pestis topoisomerase I inhibitors, primary screen, biochemical, cleavage product accumulation, plate reader, single point. 0.064% of 360,000 active. AID 504884, 2011. activity, % at 10 µM. Y. pestis Topo-I cleavage product accumulation; in the data active = activity above about 50%, passing the limit was not always enough; also: inactives centre near 2
PriA SSB inh – inhibitors of Klebsiella pneumoniae PriA binding to SSB C-terminal tail, primary screen, biochemical, AlphaScreen; PriA–SSB C-terminal tail interaction (Klebsiella pneumoniae); AlphaScreen SSBct-PriA binding, biotinylated peptide; inhibition, % at 33 µM; 0.6% of 430,000 active; AID 1272365, 2023; in the data active = inhibition mostly above about 37%, no sharp cut-off; inactive = mostly below about 20%;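 also: plate controls were negative control peptide for no effect and reference peptide for full effect; strong numbers were not always called active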
Anthrax LF inh2 – Bacillus anthracis LF protease inhibitors, primary screen, biochemical, multiplex microsphere, MLPCN library; Lethal factor (Bacillus anthracis), P15917; multiplex microsphere protease cleavage assay; inhibition, % at 10 µM; 0.12% of 360,000 active; AID 588501, 2011; in the data active = inhibition above about 30%; also: plate controls were buffer without enzyme for full effect and enzyme alone for no effect
TcdB inh – TcdB glycohydrolase inhibitors, primary screen, biochemical, single point, plate reader; TcdB glycohydrolase enzymatic assay; inhibition, % at 9.99 µM; 0.24% of 350,000 active; AID 652162, 2013; in the data active = inhibition above about 10%
Target sequence (P18177 whole entry, looked up): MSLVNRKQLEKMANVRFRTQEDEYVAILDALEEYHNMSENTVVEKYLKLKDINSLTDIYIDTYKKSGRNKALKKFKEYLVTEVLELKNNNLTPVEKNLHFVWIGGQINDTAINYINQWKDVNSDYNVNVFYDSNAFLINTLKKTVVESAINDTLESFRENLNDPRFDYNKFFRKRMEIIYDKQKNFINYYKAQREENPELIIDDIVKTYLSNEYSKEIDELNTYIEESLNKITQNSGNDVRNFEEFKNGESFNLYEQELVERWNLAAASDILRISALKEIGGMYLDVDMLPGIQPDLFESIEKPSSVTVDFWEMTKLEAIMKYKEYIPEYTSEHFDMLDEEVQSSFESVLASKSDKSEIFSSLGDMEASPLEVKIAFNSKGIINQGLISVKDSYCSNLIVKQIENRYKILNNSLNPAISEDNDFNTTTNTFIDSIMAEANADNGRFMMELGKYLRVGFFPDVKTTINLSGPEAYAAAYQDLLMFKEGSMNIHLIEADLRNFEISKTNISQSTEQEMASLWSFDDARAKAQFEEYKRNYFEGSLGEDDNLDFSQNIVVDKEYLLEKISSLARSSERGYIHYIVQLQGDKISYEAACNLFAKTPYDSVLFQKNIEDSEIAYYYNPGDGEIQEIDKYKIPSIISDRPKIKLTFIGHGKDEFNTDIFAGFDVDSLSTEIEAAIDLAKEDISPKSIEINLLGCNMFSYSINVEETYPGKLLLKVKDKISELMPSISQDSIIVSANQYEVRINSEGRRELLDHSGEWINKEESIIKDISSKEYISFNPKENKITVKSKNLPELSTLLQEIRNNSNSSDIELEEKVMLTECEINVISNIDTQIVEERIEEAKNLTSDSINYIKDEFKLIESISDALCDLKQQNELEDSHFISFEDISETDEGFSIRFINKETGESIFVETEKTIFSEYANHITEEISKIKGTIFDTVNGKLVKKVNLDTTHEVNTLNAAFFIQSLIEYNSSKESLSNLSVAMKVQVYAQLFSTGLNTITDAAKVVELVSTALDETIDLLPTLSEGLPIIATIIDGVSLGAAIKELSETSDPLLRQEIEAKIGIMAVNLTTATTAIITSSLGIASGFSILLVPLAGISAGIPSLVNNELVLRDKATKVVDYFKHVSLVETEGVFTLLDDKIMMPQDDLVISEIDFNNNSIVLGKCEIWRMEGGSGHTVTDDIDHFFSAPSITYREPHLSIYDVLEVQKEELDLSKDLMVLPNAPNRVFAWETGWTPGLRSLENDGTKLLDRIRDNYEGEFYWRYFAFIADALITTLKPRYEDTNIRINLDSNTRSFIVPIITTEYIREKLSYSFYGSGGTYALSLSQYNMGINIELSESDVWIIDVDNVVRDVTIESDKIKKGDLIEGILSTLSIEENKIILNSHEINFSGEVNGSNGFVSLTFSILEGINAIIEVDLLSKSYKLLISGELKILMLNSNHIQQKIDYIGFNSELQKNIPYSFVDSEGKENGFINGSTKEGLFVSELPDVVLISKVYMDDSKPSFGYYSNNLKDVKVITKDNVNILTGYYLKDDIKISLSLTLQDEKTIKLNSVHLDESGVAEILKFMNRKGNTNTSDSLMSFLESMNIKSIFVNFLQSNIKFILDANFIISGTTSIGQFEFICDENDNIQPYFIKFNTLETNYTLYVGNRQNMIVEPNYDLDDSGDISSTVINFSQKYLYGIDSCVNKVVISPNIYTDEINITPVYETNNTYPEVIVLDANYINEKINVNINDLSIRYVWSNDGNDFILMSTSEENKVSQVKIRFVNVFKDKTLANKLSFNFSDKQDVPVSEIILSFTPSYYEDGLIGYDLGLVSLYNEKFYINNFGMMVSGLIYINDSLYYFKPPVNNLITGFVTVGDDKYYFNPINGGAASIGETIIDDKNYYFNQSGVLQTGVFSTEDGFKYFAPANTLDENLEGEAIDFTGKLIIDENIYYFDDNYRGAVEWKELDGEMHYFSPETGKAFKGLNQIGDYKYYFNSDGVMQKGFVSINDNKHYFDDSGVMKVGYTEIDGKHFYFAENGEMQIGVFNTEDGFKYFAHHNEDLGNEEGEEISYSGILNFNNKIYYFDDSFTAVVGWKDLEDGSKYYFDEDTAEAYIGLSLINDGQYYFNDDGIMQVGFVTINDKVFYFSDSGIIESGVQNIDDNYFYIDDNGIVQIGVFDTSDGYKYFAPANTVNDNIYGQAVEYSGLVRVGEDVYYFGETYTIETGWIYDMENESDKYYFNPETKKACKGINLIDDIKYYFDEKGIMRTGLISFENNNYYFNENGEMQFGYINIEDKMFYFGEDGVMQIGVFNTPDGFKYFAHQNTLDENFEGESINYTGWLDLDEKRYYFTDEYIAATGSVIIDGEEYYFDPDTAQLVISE
MazF activator – activators of E. coli MazEF toxin-antitoxin RNase, primary screen, biochemical, fluorescence, uHTS; activation, % at 20 µM; Endoribonuclease toxin MazF (Escherichia coli (strain K12)), P0AE70; 0.32% of 350,000 active; FAM/BHQ RNA-DNA oligo cleavage fluorescence, 5 h; in the data active = activation above about 50%
* marks the source's active call; other numbers are inactive results; i = inactive; / = no result given; & = joins results of further samples. This is a subset (hit frequency here may not be typical).

SMILES	DUSP3 inh	PfHsp40 yeast	Vc quorum ag	Rv3671c protease	3CLpro inhibitor	Yp Topo-I inh	PriA SSB inh	Anthrax LF inh2	TcdB inh	MazF activator
COc1cc(NC(=S)NN2CCN(C)CC2)cc(OC)c1OC	17	17	i	7	3	0	-10	-1	0.3	-1
Cc1ccc(N/N=C(\C#N)C(=N)N2CCOCC2)cc1	-6	1.9	-0.3	6	2	0	/	-2	1.3	10
CCCCCC(=O)Nc1cccc(C2=NOC3(C2)C[C@@H](C(N)=O)N(C(=O)c2cc([N+](=O)[O-])cc([N+](=O)[O-])c2)C3)c1 (stereo partly specified)	15	1.3	-0.6	3	/	0	17	-3	-0.3	10
CCC1CCCCN1S(=O)(=O)c1ccccc1[N+](=O)[O-] (stereo unspecified)	11	0.4	-0.3	1	1	3	5	-1	0.9	12
CCn1c(N2CCN(CC(=O)c3c(C)n(C)c4ccccc34)CC2)nc2c1c(=O)[nH]c(=O)n2C	23	0.2	/	-11	-1	7	-5	-4	/	4
CCCCn1c(SCC2CCCCO2)nc2cc(S(N)(=O)=O)ccc21 (stereo unspecified)	29	1.7	-0.2	0	-4	10	-1	0	/	10
N#CC1=C(SCc2ccccc2Cl)NC(=O)C(C(N)=O)C1 (stereo unspecified)	15	-0.7	-1.8	5	-1	4	3	-4	0.7	3
Cc1cc(Sc2nnc(N)s2)c2ccccc2n1	-9	0.2	i	-3	-2	-2	-7	/	0.2	6
Cc1c(OCC(=O)N(C)c2ccccc2)ccc2c3c(c(=O)oc12)CCC3	31	2.6	-0.2	9	1	12	-10	-13	0.0	8
Cc1ccc(OC(=O)c2cncc(Br)c2)c(C)c1	-20	-1.3	0.7	9	1	-5	-62	14	-2.1	-3
CCCCS(=O)(=O)N1CCCC(C(=O)NCCc2ccccc2)C1 (stereo unspecified)	30	-0.5	-0.6	3	1	15	-6	8	1.5	6
CCOc1ccc(Cn2c(C)nc([N+](=O)[O-])c2SCC(O)CCl)cc1[N+](=O)[O-] (stereo unspecified)	-10	-1.3	0.1	8	2	9	4	-2	-0.1	-2

Continued; the last five above are carried over.
SMILES	DUSP3 inh	PfHsp40 yeast	Vc quorum ag	Rv3671c protease	3CLpro inhibitor	Yp Topo-I inh	PriA SSB inh	Anthrax LF inh2	TcdB inh	MazF activator
Cc1cc(Sc2nnc(N)s2)c2ccccc2n1	-9	0.2	i	-3	-2	-2	-7	/	0.2	6
Cc1c(OCC(=O)N(C)c2ccccc2)ccc2c3c(c(=O)oc12)CCC3	31	2.6	-0.2	9	1	12	-10	-13	0.0	8
Cc1ccc(OC(=O)c2cncc(Br)c2)c(C)c1	-20	-1.3	0.7	9	1	-5	-62	14	-2.1	-3
CCCCS(=O)(=O)N1CCCC(C(=O)NCCc2ccccc2)C1 (stereo unspecified)	30	-0.5	-0.6	3	1	15	-6	8	1.5	6
CCOc1ccc(Cn2c(C)nc([N+](=O)[O-])c2SCC(O)CCl)cc1[N+](=O)[O-] (stereo unspecified)	-10	-1.3	0.1	8	2	9	4	-2	-0.1	-2
C[C@@H](NC(=O)/C(C#N)=C/c1ccc(O)c(O)c1)c1ccccc1	/	-0.4	-2.8	16	/	-9	1	-7	0.7	3
N#Cc1cc2ccccc2nc1SCC(=O)NC1CC1	7	-1.3	-0.3	-5	-1	-6	-1	0	1.7	2
COc1ccc(C2=CC(c3c(C)nn(-c4ccccc4)c3Cl)n3nnnc3N2)cc1OC (stereo unspecified)	36	-0.7	1.5	1	5	13	-1	-2	/	-4
CCn1c(/C(C#N)=C(\O)CCc2ccccc2)nc2ccccc21	8	0.2	3.3	2	-4	7	/	-4	/	-3
CSC(=S)NCc1cccnc1	6	-0.2	-0.4	8	3	-1	-4	-1	0.1	7
COc1ccc(CCNC(=O)C(=O)c2c(C)n(C)c3ccccc23)cc1OC	18	-0.7	i	4	0	-7	-8	-1	-4.1	4
CCOn1c(=O)c(C)[n+]([O-])c2ccccc21	-18	-0.4	i	-2	2	-9	-5	-5	/	-11
CN(CC(=O)Nc1ccc(Cl)cc1)C(=O)c1ccc(NS(=O)(=O)c2ccc3[nH]c(=O)[nH]c3c2)cc1	/	1.2	-0.9	-15	/	-8	-9	/	2.8	3
COC(=O)CN1C(=O)[C@H]2[C@@H](C3CC3)N3C(=O)CN(Cc4ccccn4)C(=O)[C@@]3(Cc3ccccc3)[C@H]2C1=O	28	-0.7	i	2	0	-4	4	4	2.9	6
CCCOC(=O)c1ccc(Cl)c(NC(=O)c2ccc(-c3ccccc3)cc2)c1	15	-0.4	-7.1	-6	-1	3	-13	2	/	-7
Cc1cc(NC(=O)CSc2nc(=O)n3cccc(C)c3n2)no1	/	0.3	i	2	/	-7	1	0	2.0	-7
CN(NC(=O)c1ccccc1F)c1ccc([N+](=O)[O-])cn1	16	0.8	-5.3	-4	5	1	-9	-6	0.9	-2
COc1cc(CCC(=O)OCC(=O)NCc2ccc(Cl)cc2)cc(OC)c1OC	3	-0.4	-0.2	-7	3	8	-8	7	-0.4	5
COc1ccc(/C=C2\CCCc3c2nc2ccc(C)cc2c3C(=O)O)cc1O	23	-0.1	0.0	-2	-1	3	6	-3	-0.5	3
CC1(C(=O)NC23CC4CC(CC(C4)C2)C3)CC1(Cl)Cl (stereo unspecified)	32	-0.1	-0.3	-2	1	2	-12	1	/	6
Cc1cc(C(=O)CSc2nn(-c3ccccc3)c(=S)s2)c(C)n1Cc1ccco1	8	1.4	-0.5	-16	3	8	0	3	/	-1
O=C(N1CCN(c2ccccc2)CC1)C(F)(F)C(F)(F)F	-5	0.1	i	-10	2	-1	-9	-4	/	-1
COc1ccccc1N1CCN(S(=O)(=O)c2ccc(-c3ccc(=O)[nH]n3)o2)CC1	18	0.6	-0.9	-3	-2	3	-1	-1	1.0	13
CCOC(=O)c1ccc(NC(=O)c2ccc3c(c2)C(=O)N(CC2CCCO2)C3=O)cc1 (stereo unspecified)	-14	-1.1	-0.5	-2	-1	3	7	-1	1.0	-4
COc1cc(NC(=O)CSc2nnc3ccccn23)cc(OC)c1	/	-0.4	-0.4	-1	/	2	-16	/	0.7	-22
COc1ccc(OC)c(S(=O)(=O)Nc2cccc3ccc(O)cc23)c1	/	0.0	-0.4	4	/	-6	6	-5	3.2	4
Cc1cc(C)cc(Oc2c(C(F)(F)F)oc3cc(OCC(=O)O)ccc3c2=O)c1	28	0.1	i	0	2	2	8	1	1.0	2
COCCCn1c(C(=O)N2CCOCC2)cc2c(=O)n3ccccc3nc21	14	3.4	-2.5	5	0	12	-20	-1	2.0	1
COc1cc(C(=O)COC(=O)C2CCN(c3ccc(C(F)(F)F)cn3)CC2)ccc1OC(F)F	/	-0.4	i	-3	/	23	-25	1	1.0	-7
O=C(c1ccco1)N1CCN(S(=O)(=O)c2ccc(S(=O)(=O)NC3CC3)cc2)CC1	17	0.1	-1.4	3	-1	-1	-16	-2	-0.4	-4
CCC1C(c2cc(OC)c(OC)c(OC)c2)c2cc3c(cc2OC1N1CCCC1)OCO3 (stereo unspecified)	/	-0.3	4.8	/	/	4	16	-4	1.0	-2
CCCCCC1CC(CC(=O)Nc2ccc([N+](=O)[O-])cc2)OC1=O (stereo unspecified)	1	3.1	-1.3	2	5	2	0	-3	1.0	-1
O=C(Cc1ccccc1)N1CCN(Cc2cccnc2)CC1	12	-0.4	2.9	-6	3	4	-4	5	/	-9
CC(=O)c1ccc(NC(=O)CC2S/C(=N/N=C3CCCCCC3)NC2=O)cc1 (stereo unspecified)	13	-0.8	0.7	/	-1	0	/	-2	-0.2	-3
COc1ccc(C2=C/C(=C\c3cccc(OC(C)=O)c3)C(=O)O2)cc1	-1	-0.4	/	4	0	0	-11	2	1.4	-59
Cc1nc2nc(-c3ccccc3)[nH]n2c(=O)c1C	38	-1.4	i	6	1	-2	0	3	1.9	0
CCOC(=O)C1=C(CSc2nc(CC)c(C)cc2C#N)OC(N)=C(C#N)C1c1ccccc1 (stereo unspecified)	4	0.6	0.4	-3	2	7	0	-2	/	-13
Nc1nc(SCC(=O)Nc2ccccc2Sc2ccccc2)n[nH]1	10	0.4	-0.5	5	2	1	-20	0	/	-4
Cc1cc(C)c(NC(=O)CSc2nnc(-c3ccco3)n2N)c(C)c1	7	0.1	/	0	0	6	3	0	/	4
Cn1c(SCc2ccccc2)nc2c1c(=O)[nH]c(=O)n2C	44	0.2	-0.3	3	1	-2	3	-6	0.7	-5
O=C(COC(=O)/C=C/c1ccc(F)cc1)NCC1CCCO1 (stereo unspecified)	/	0.5	2.7	-5	/	6	-10	-7	3.2	1

Overlap with the part before: two compounds, then new ones.
SMILES	DUSP3 inh	PfHsp40 yeast	Vc quorum ag	Rv3671c protease	3CLpro inhibitor	Yp Topo-I inh	PriA SSB inh	Anthrax LF inh2	TcdB inh	MazF activator
Cn1c(SCc2ccccc2)nc2c1c(=O)[nH]c(=O)n2C	44	0.2	-0.3	3	1	-2	3	-6	0.7	-5
O=C(COC(=O)/C=C/c1ccc(F)cc1)NCC1CCCO1 (stereo unspecified)	/	0.5	2.7	-5	/	6	-10	-7	3.2	1
CC(=O)c1ccc(S(=O)(=O)N2CCN(CC(=O)Nc3ccccc3C(=O)NC3CC3)CC2)cc1	/	1.1	0.0	-3	/	1	3	-4	2.7	3
COc1cccc(-n2c(SCC(N)=O)nnc2-c2c[nH]c3ccccc23)c1	40	-0.6	-0.6	2	-2	-1	3	-2	6.5	5
Cn1c(-c2ccccc2)cnc1NCc1ccc(-c2ccccc2)cc1	4	6.5	-0.4	1	-2	8	12	/	1.9	2
CCCC(=O)OCCNc1cc(SCCC(=O)OC)c2nonc2c1[N+](=O)[O-]	0	0.0	i	-9	6	0	8	0	/	2
Cc1cc(NC(=O)Cc2ccccc2)c2ccccc2n1	0	-0.8	-0.4	1	4	1	-1	2	1.5	0
Cc1ccccc1NC(=S)N(C)CCc1ccccn1	42	0.0	-0.5	2	5	-2	-5	-3	/	-5
O=C(C1=C[C@H](c2ccc3c(c2)OCO3)C[C@H](OCCCCO)O1)N1CCOCC1	7	0.1	-0.6	-1	2	2	0	4	-1.1&0.2	1
Nc1cnc(Br)cc1Br	-14	-1.4	0.2	-4	-2	4	2	-9	/	6
COc1ccc(CNC(=O)C[C@H]2C[C@H](C(=O)N3CCCCC3)[C@@]3(CCc4ccccc4)c4[nH]c5ccc(Cl)cc5c4CCN3C2=O)cc1OC	/	0.5	i	/	/	-3	-3	-4	-0.4	-11
CCOC(=O)c1nnn2c1nc(Nc1cccc(C(F)(F)F)c1)c1ccccc12	2	/	i	-8	-3	-1	2	-18	1.1	-13
Cc1cc(C(=O)CCC(=O)NCc2ccccc2F)c(C)s1	/	1.3	-0.6	-2	/	11	-8	-2	1.2	7
COC(=O)CSc1nc(N)c(NC(=O)c2ccc(OC)c(OC)c2)c(=O)[nH]1	28	-0.7	-0.5	4	1	-6	-11	-2	0.5	12
Cc1cccc(C(=O)OCC(=O)c2ccc3c(c2)OCCO3)c1O	/	0.2	1.7	6	/	1	-12	/	0.1	1
CC(=O)Nc1cccc(-c2cc(NC(C)=O)c3ncc(-c4ccc(F)cc4)n3c2)c1	/	/	-0.2	/	/	34	/	-5	-9.7	/
CC[C@H](C)[C@@H](C(=O)NCCCCCCCCCCC(=O)N1CCNCC1)n1cc(CCCCN=C(N)N)nn1	/	-0.4	0.3	6	/	-6	-1	-4	-3.7	8
